From PubChem
S3 lipid droplet = qHTS Assay for Lipid Storage Modulators in Drosophila S3 Cells; Drosophila S3 cells, BODIPY lipid droplet fluorescence, 18-24 h; cells fed with added oleic acid; AID 2685; 320,000 tested, 0.64% active; lipid storage change, negative = inhibition, % at the top dose, mostly 46.1 µM; hits show Potency in µM; active = well fitted inhibition curve with a large enough effect in the signal ratio, with a control signal flat, not every such curve was filed as active; inconclusive = small, poorly fitted or top-dose-only effect, or effect the other way, or a change in a side signal; the % refers to the signal ratio
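Drosophila S3 cells loaded with oleic acid (400 uM, as added) and compounds at several concentrations; lipid droplets imaged by 488-nm laser-scanning cytometry, 500–530 nm intensity and object ratio to cell channel. Percent activity normalized to 20 uM Triacsin C.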
S3 lipid droplet cell count max = also measured in S3 lipid droplet; calls as there; cell number change, %; measured here: cell count max response;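 cells counted by Cell Tracker Red CMTPX staining in the red channel; peak over a dose series mostly up to 46.1 µM; percent activity relative to internal control wells on each plate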
An asterisk follows results filed as active; i = inactive; u = inconclusive; x = no result given. % is set by controls: 0 for no effect and ±100 for the full control effect; potency is the fitted concentration of half-maximal effect. Not all compounds are listed; the hit share may differ from the screen's.

Second line of a record – S3 lipid droplet | S3 lipid droplet cell count max
> Clc1ccccc1-c1nnn(Cc2ccc(-c3nn[nH]n3)cc2)n1
  u | x
> COc1cccc2c1C(=O)c1ccc3ccccc3c1C2=O
  u | x
> COc1ccc(N/N=C(C)/C(=N/O)C(=O)Nc2ccccc2)cc1
  u | x
> Clc1ccccc1OCCN1CCC(Cc2ccccc2)CC1
  u | x
> COCCSc1ccccc1C(=O)Nc1ccccc1C#N
  u | x
> CC(=O)Nc1cc(C(=O)NCc2ccco2)ccc1Sc1ccc(Cl)cc1
  u | x
> CC1(C)CC(=O)C(CC(=O)Nc2ccc(S(N)(=O)=O)cc2)=C(O)C1
  u | x
> CN(CCc1cn[nH]c1)C(=O)CC1C(=O)NCCN1Cc1ccccc1C(F)(F)F (stereo not given)
  -7.7% | -14.9
> COc1ccc(CN2CC(=O)N(c3cccc(Cl)c3)C2=S)cc1OC
  4.7% | 2.7
> CCC(=O)N1CCc2cc(-c3csc(NC(=O)c4ccco4)n3)ccc21
  u | x
> Nc1cc(S(=O)(=O)Nc2cc(Cl)ccc2Cl)ccc1N1CCCC1
  u | x
> O=C(CSc1nnc(COc2ccccc2)o1)N1CCOCC1
  u | x
> O=C(O)CCN1C(=O)/C(=C2\C(=O)N(Cc3ccc(F)cc3)c3ccccc32)SC1=S
  i | -12.5
> COc1ccc(/C=C/C(=O)OCC(=O)Nc2cccc(Oc3ccccc3)c2)c(OC)c1
  25.8% | -9.3
> COC(=O)CCS(=O)(=O)c1ccc(NC(C)=O)cc1
  u | x
> CCC1CCCCN1Cc1nc2c(c(=O)n(C)c(=O)n2C)n1Cc1cccc2ccccc12 (stereo not given)
  u | x
> COc1cc(O)c(C(CC(=O)N2CCCCC2)c2cc(OC)c(OC)c(OC)c2)c(OC)c1 (stereo not given)
  7.4% | 13.6
> COc1ccc(CCC(=O)NNC(=O)Nc2ccc(C(C)C)cc2)cc1
  15.5% | 1.1
> CCN(CC)S(=O)(=O)c1ccc(C)c(NC(=O)COC(=O)C=C(C)C)c1
  u | x
> O=C1/C(=C\c2ccc3ccccc3c2)CCCc2ccccc21
  i | -24.7
> Cc1ccc(-n2c(CSc3nc(C)cc(C)n3)n[nH]c2=S)cc1
  -22.4% | -7.0
> CCOc1ccc(C(NC(=O)CC)c2c(O)ccc3ccccc23)cc1 (stereo not given)
  u | x
> Cc1ccc(C(=O)Nc2ccc(Br)cc2)cc1S(=O)(=O)Nc1ccccn1
  6.2% | 23.9
> NS(=O)(=O)c1ccc(CCNC(=O)C2Cc3ccccc3CN2C(=O)c2ccco2)cc1 (stereo not given)
  u | x
> O=C(Nc1ccc(N2CCCC2)cc1)c1cccc(Cl)c1
  u | x
> OCC[C@H]1C[C@@H](O)[C@H](O)[C@]2(CCc3ccccc3O2)O1
  u | x
> COc1ccc2[nH]c(=O)c(C(c3nnnn3C3CCCCC3)N3CCN(C)CC3)cc2c1 (stereo not given)
  u | x
> CNS(=O)(=O)c1ccc(C)cc1
  u | x
> C=CCNc1nc(-c2c(C)nc3ncccn23)cs1
  -8.9% | -5.8
> O=C(N/N=C/c1ccc(C(=O)O)cc1)C(=O)N1CCCCCC1
  u | x
> Cc1occc1C(=O)N1CCN(c2ccccc2)CC1
  3.1% | 9.6
> COc1ccc(CCNS(=O)(=O)c2cccc([N+](=O)[O-])c2)cc1
  u | x
> Cc1ccccc1NC(=O)NCCCN1CCN(C)CC1
  i | 22.2
> CCOCCOCN(C#N)c1nc(OC)nc(N(C)C)n1
  u | x
> CCOC(=O)c1c(S(=O)(=O)N2CCCCC2C)c(C)n(C)c1C (stereo not given)
  -25.2% | x
> COc1ccc(-c2coc3c(CN4CCCCC4C)c(O)ccc3c2=O)cc1 (stereo not given)
  i | x
> Cc1ccc2nc(SCC(=O)NCc3ccccc3Cl)nc(=O)n2c1
  u | x
> O=C(Nc1ccc(F)cc1)c1cccc2c1C(=O)N(CC1CCCO1)C2 (stereo not given)
  u | x
> COc1ccc(CNC(=O)CN(C(=O)CCC(=O)Nc2ccccn2)c2ccc3c(c2)OCO3)cc1
  i | 9.9
> CCOC(=O)N1CCc2c(sc3nc4n(c(=O)c23)N=C(C)CS4)C1
  -6.4% | -21.5
> Cc1ccc(NS(=O)(=O)c2cc(-c3cc(C)no3)ccc2C(C)C)nc1
  u | x
> O=C(COc1ccccc1)NS(=O)(=O)c1ccccc1
  i | -13.5
> Cc1onc(-c2ccccc2Cl)c1C(=O)N1CCCC1
  u | x
> O=C(Nc1ccc(N2CCOCC2)cc1)C1CC(=O)N(c2ccc(F)cc2)C1 (stereo not given)
  -18.1% | 18.8
> CCCCOc1ccc(S(=O)(=O)NCc2csc(C)n2)cc1
  u | x
> O=C(c1ccc(S(=O)(=O)N2CCCC2)cc1)N1CCN(c2ccccc2F)CC1
  -5.2% | -18.6
> CCc1ccccc1OCC(=O)NC1CCCC1
  i | -10.2
> O=C(CSc1ccc2c(c1)OCCO2)NCC1CCCO1 (stereo not given)
  u | x
> Cc1occc1C(=O)NNC(=S)Nc1ccccc1
  i | x
> COc1ccc(NS(=O)(=O)c2cc(C(=O)N3CCC3)ccc2C)cc1
  u | x
> CCc1nc2ccccc2c(C(=O)OC2CCOC2=O)c1C (stereo not given)
  u | x
> O=C(NCC1CCCO1)c1sc2ccccc2c1Cl (stereo not given)
  -0.8% | 11.4
> Nc1c(C(=O)c2ccc(Cl)cc2)sc2c1c(=O)[nH]c(=O)n2-c1ccccc1
  -8.8% | -7.4
> O=c1c2cc3c(cc2[nH]c(=S)n1CCN1CCOCC1)OCO3
  -11.0% | -18.2
> O=C(Nc1ccc(Oc2c(F)c(F)c(F)c(F)c2F)cc1)OC1CCN2Cc3ccccc3N=C12 (stereo not given)
  u | x
> COc1cccc2sc(Nc3nnc(-c4ccc(F)cc4)o3)nc12
  9.2% | -14.5
> Cc1ccc(OCC(=O)N/N=C\c2cn(C)c3ccccc23)c([N+](=O)[O-])c1
  -1.6% | -7.0
> COc1ccccc1NC(=O)CN1CCOCC1
  20.9% | 25.4
> CCn1c(=O)n(Cc2ccco2)c(=N)c2c3c(sc21)COC(C)(C)C3
  u | x
> O=C(CNC(=O)c1ccc(Cl)cc1Cl)OCc1nnc(-c2ccccc2)o1
  u | x

Next section.
Second line of a record – S3 lipid droplet | S3 lipid droplet cell count max
> Cc1ccc(-c2nc(C3CCN(S(C)(=O)=O)CC3)no2)cc1
  u | x
> CC(=O)c1cccc(NC(=O)COC(=O)COc2c(Cl)cc(Cl)c3ccc(C)nc23)c1
  u | x
> N#CCSc1ccccc1NC(=O)COC(=O)Cc1c[nH]c2ccccc12
  u | x
> COc1ccccc1NS(=O)(=O)c1ccc(Cl)c(NC(=O)CN2C(=O)c3ccccc3C2=O)c1
  u | x
> COC(=O)c1ccncc1C(=O)Nc1ccc(OC)cc1
  u | x
> Cc1cc(N2CCN(C)CC2)nc2ccc(NC(=O)CCC3CCCC3)cc12
  6.3% | -0.3
> CCC(=O)Nc1nnc(SCC(=O)NCCc2ccc(OC)c(OC)c2)s1
  u | x
> CN1C(C(=O)NCc2ccccc2)CC2Cn3c(nc4cc5ccccc5cc43)C21 (stereo not given)
  u | x
> CNC(=S)NNC(=O)c1sccc1C
  9.1% | 8.8
> O=C(O)C1Cc2ccccc2CN1S(=O)(=O)c1ccc2ccccc2c1 (stereo not given)
  u | x
> CCCn1c(=O)c2ccccc2n2c(SC(C)C(N)=O)nnc12 (stereo not given)
  i | -7.1
> Clc1ccc(SCc2cn3cccnc3n2)cc1
  u | x
> O=S(=O)(NCC1CCCO1)c1ccc(S(=O)(=O)N2CCc3ccccc3C2)cc1 (stereo not given)
  u | x
> COc1ccc(C2C(C(=O)OCC(=O)N3CCCCC3)CCC(=O)N2c2ccc(OC)cc2)cc1 (stereo not given)
  u | x
> Cc1ccc(NC(=O)n2ncc3c(C)cccc32)cc1F
  i | x
> Cc1cccc(C(=O)OCC(=O)NNC(=O)c2cccs2)c1O
  u | x
> CC(C)CNc1ncnc2c1sc1nc(N3CCOCC3)c3c(c12)CC(C)(C)OC3
  -13.4% | 0.6
> CCOC(=O)c1sc(-c2ccccc2)cc1NC(=O)Nc1ccccc1
  u | x
> O=C(Nc1ccccc1)c1cc2ccc3ccccc3c2s1
  u | x
> O=S(=O)(Nc1ccc(S(=O)(=O)N2CCOCC2)cc1)c1ccccc1
  -13.7% | -0.5

Quoted at random: 2 compounds from above, in no set order.
Second line of a record – S3 lipid droplet | S3 lipid droplet cell count max
> CC(C)CNc1ncnc2c1sc1nc(N3CCOCC3)c3c(c12)CC(C)(C)OC3
  -13.4% | 0.6
> CC(=O)c1cccc(NC(=O)COC(=O)COc2c(Cl)cc(Cl)c3ccc(C)nc23)c1
  u | x

The listing continues:
Second line of a record – S3 lipid droplet | S3 lipid droplet cell count max
> Cc1ccc([N+](=O)[O-])c2c1C(N1CCCCC1)C(C)(C)O2 (stereo not given)
  u | x
> COc1ccc(OCC(=O)NC(=S)Nc2ccc(S(=O)(=O)Nc3cc(C)on3)cc2)cc1
  29.4% | 19.2
> CCOC(=O)C(C(=O)OCC)N(C#N)c1nc(N(C)C)nc(N(C)C)n1
  1.5% | 12.4
> Oc1ccc(Br)cc1C=Nc1ccc2c3c(cccc13)CC2
  u | x
> COCC1CCN(C(=O)C2CCC(=O)N(Cc3cccc(F)c3)C2)CC1 (stereo not given)
  0.2% | 15.8
> Cc1ccc(-c2nc3ccccc3c(=O)n2-c2c(C)n(C)n(-c3ccccc3)c2=O)cc1
  -1.1% | 9.9
> COc1ccccc1OCCC(=O)Nc1cccc(S(=O)(=O)N2CCCCC2)c1
  14.9% | 9.5
> Nc1ncnc2c1ncn2[C@@H]1O[C@H](CO)C[C@@H]1O
  -0.7% | -6.8
> CN1CCN(C(=S)NC(=O)c2cccc(S(=O)(=O)N(C)C)c2)CC1
  u | x
> Nc1ccc(NC(=O)c2ccc(C(=O)Nc3ccc(N)cc3)cc2)cc1
  2.6% | 18.9
> CC(O)Cc1nsc(NC(=O)c2cccs2)n1 (stereo not given)
  u | x
> O=C(Nc1cnn(Cc2c(Cl)cccc2Cl)c1)c1ccc([N+](=O)[O-])cc1
  u | x
> Cc1nc(C(C)NC(=O)c2ccc(OC3CCN(Cc4ccccn4)CC3)cc2)c(C)s1 (stereo not given)
  i | 22.8
> COc1ccc2nc(SCc3cnc(C)nc3N)[nH]c2c1
  -26.8% | 4.6
> Cc1ccc(Cn2cc(/C=C/C(=O)O)c(-c3ccccc3)n2)cc1
  u | x
> Cc1ccc(NC(=S)N2CCCCC2CO)cc1C (stereo not given)
  -5.7% | 4.6
> O=C(Nc1nc2ccc(SC(F)F)cc2s1)c1ccc(NS(=O)(=O)c2ccc(F)c(F)c2)cc1
  u | x
> COc1ccc(C(=O)N(Cc2nc(-c3ccc(C)cc3)no2)C2CCCCC2)cc1OC
  u | x
> C/C(=N\NC(=O)c1c(Cl)cnn1C)c1ccc(NC(=O)c2ccncc2)cc1
  u | x
> O=C(c1ccc(S(=O)(=O)N2CCC(c3nc4ccccc4[nH]3)CC2)cc1)N1CCOCC1
  u | x

A second format for four compounds above:
molecule: O=C(O)C1Cc2ccccc2CN1S(=O)(=O)c1ccc2ccccc2c1 (stereo not given)
  S3 lipid droplet = u
  S3 lipid droplet cell count max = x

molecule: CCCn1c(=O)c2ccccc2n2c(SC(C)C(N)=O)nnc12 (stereo not given)
  S3 lipid droplet = i
  S3 lipid droplet cell count max = -7.1

molecule: Clc1ccc(SCc2cn3cccnc3n2)cc1
  S3 lipid droplet = u
  S3 lipid droplet cell count max = x

molecule: O=S(=O)(NCC1CCCO1)c1ccc(S(=O)(=O)N2CCc3ccccc3C2)cc1 (stereo not given)
  S3 lipid droplet = u
  S3 lipid droplet cell count max = x

Later entries.
Second line of a record – S3 lipid droplet | S3 lipid droplet cell count max
> COc1ccccc1N1CCN(C(=O)C(=O)c2cn(CC(=O)N3CCCC3)c3ccccc23)CC1
  -17.6% | -2.6
> CCN(CC(=O)Nc1c(F)cccc1F)C(=O)c1cc([N+](=O)[O-])ccc1N1CCCCC1
  29.7% | x
> Cc1ccc(O)c(C(=O)c2cnc3c(c2)CN(C)C(=O)N3)c1
  u | x
> CSc1nc2c(ccc3ccccc32)o1
  2.1% | -12.8
> Cc1cc2nsnc2c(S(=O)(=O)N2CCN(C)CC2)c1C
  u | x
> CCN(CC)CCCNC(=O)c1oc2ccc3c(c2c1C)C(O)CC(C)(C)O3 (stereo not given)
  23.1% | 14.2
> CCCP(=O)(CCC)CCP(=O)(c1ccccc1)c1ccccc1
  3.7% | 17.1
> CCCN1C(=O)C(O)(C2COC(C)(C)CC2=O)c2ccccc21 (stereo not given)
  u | x
> Cc1nc(=O)c(-c2ccccc2)c(C)n1-c1ccc(S(N)(=O)=O)cc1
  u | x
> CCN(c1cc(C)cc(C)c1)S(=O)(=O)c1nnc(NC(=O)C(C)C)s1
  i | 18.0
> Cc1cc(C(F)(F)F)nn1CC(=O)Nc1ccc(Br)c2cccnc12
  i | x
> CCCCNC(=O)CCNC(=O)c1ccc(C(C)(C)C)cc1
  u | x
> Cc1cc(=O)n2[nH]c(-c3ccc(F)cc3)nc2n1
  0.5% | -1.0
> CCn1c(SCC(=O)N2CCCC2)nnc1-c1ccc(S(=O)(=O)N2CCCCCC2)cc1
  u | x
> CCCCN(CC)C(=O)Cn1ncc2c1-c1cc(C)ccc1OC2
  7.7% | 14.0
> O=C(Nc1ccc(F)c(F)c1)C1=COCCO1
  4.1% | 7.7
> COc1c(C)cc(C(=O)C2CCCN(C(=O)c3cc(C4CC4)[nH]n3)C2)cc1C (stereo not given)
  u | x
> Cn1c(-c2cccc(Br)c2)cnc1NCc1ccccc1O
  u | x
> Cc1ccc(CN2CCN(C3CSCCSC3)CC2CCO)cc1 (stereo not given)
  10.2% | -0.5
